MsrA inh = bovine MsrA enzyme inhibitors, primary screen, biochemical, absorbance, HTS. Methionine sulfoxide reductase A (Bos taurus). purified bovine MsrA, absorbance read-out. inhibition, % at 15.5 µM. hit rate 0.75% among 360,000. AID 651718, 2012; in the data active = inhibition above about 4.5%;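 note: 0% = vehicle wells with enzyme and 100% = reference inhibitor wells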
MLLE-PAM2 inh = inhibitors of PABP1 MLLE–PAM2 peptide binding, primary screen, biochemical, fluorescence polarization, FITC-PAM2, GST-MLLE; Polyadenylate-binding protein 1 (Homo sapiens), P11940; inhibition, % at 20 µM; hit rate 0.36% among 360,000; AID 588489, 2011; in the data active = inhibition above about 35%, passing the limit was not always enough;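 note: plate controls were DMSO wells with GST-MLLE for no effect and wells lacking GST-MLLE protein for full effect; some results filed as inactive read as strong as hits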
CSN inh = inhibitors of CSN-mediated cullin deneddylation, primary screen, biochemical, fluorescence polarization, uHTS. COP9 signalosome complex subunit 5 (Homo sapiens), Q92905. Purified CSN, SCF-Nedd8-OG deneddylation. inhibition, % at 12.5 µM. hit rate 0.38% among 360,000. AID 651999, 2013;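 active = pattern-corrected inhibition above about 35%, with an unprinted fluorescence ratio check between 0.5 and 1.5, limit read from the data, passing the limit was not always enough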;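 note: 0% = enzyme with substrate and 100% = substrate without enzyme; some results filed as inactive read as strong as hits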
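Assay system: purified human Csn5 enzyme expressed in HEK293T cells; measure: % inhibition; also added: SCFSkp2-Nedd8OG substrate at 10 nM final; technique: fluorescence polarization; times: reaction 90 min, room temperature; medium: Tris buffer pH 7.5, NaCl, DTT, Tween-20, trehalose, ovalbumin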
MsrA act = bovine MsrA enzyme activators, primary screen, biochemical, absorbance, HTS; Methionine sulfoxide reductase A (Bos taurus); purified bovine MsrA, absorbance read-out; activation, % at 10.6 µM; hit rate 0.3% among 360,000; AID 602163, 2012; in the data active = activation above about 7.5%;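 note: 0% = vehicle and 100% = reference activator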
Rin1-Abl PPI inh = inhibitors of Rin1-Abl protein binding, primary screen, biochemical, TR-FRET | hit rate 0.4% among 360,000 | AID 588664, 2011 | inhibition, % at 7.35 µM | Tyrosine-protein kinase ABL1 (Homo sapiens) + Ras and Rab interactor 1 (Homo sapiens), …; in the data active = inhibition above about 5%, passing the limit was not always enough
Neddyl block = inhibitors of cullin neddylation, primary screen, biochemical, TR-FRET, uHTS, NAE and Ubc12 | AID 651699, 2012 | hit rate 0.58% among 360,000 | calls only at 25 µM; in the data active = inhibition above about 36%
Tb MetRS inh = T. brucei MetRS inhibitors, primary screen, biochemical, luminescence; methionyl-tRNA synthetase (Trypanosoma brucei brucei); purified T. brucei MetRS, ATP depletion, Kinase-Glo luminescence; inhibition, % at 11.9 µM; hit rate 0.4% among 360,000;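 active = inhibition above a per-plate cutoff of the control wells' mean inhibition plus 3 SD, cut at about 5.5% in these data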;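 note: 0% = DMSO wells median and 100% = median of wells with control inhibitor compound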
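Assay system: T. brucei methionyl-tRNA synthetase, purified | Medium: HEPES buffer with MgCl2, KCl, DTT, spermine, BSA, pyrophosphatase | Compound: 11.9 µM single point | Incubation: 15 min enzyme-compound preincubation, 2 h reaction, 10 min detection, 25 °C | Measured by: Kinase-Glo luciferase luminescence reporting remaining unconsumed ATP | Measure: % inhibition normalized to control-well medians | Replication: Singlicate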
eLon inh = inhibitors of E. coli Lon protease, primary screen, biochemical, fluorescence polarization; P0A9M0; purified E. coli Lon protease; inhibition, % at 7.94 µM; hit rate 0.42% among 360,000; AID 602123, 2011; in the data active = inhibition above about 13%, passing the limit was not always enough;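 note: 0% = enzyme with probe and DMSO and 100% = no enzyme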
FAS TE block = FAS thioesterase domain inhibitors, primary screen, biochemical, fluorescence intensity, uHTS | hit rate 0.67% among 360,000 | recombinant FAS-TE, OMFH fluorogenic substrate, fluorescence endpoint | inhibition, % at 15 µM | Fatty acid synthase (Homo sapiens), P49327;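 active = compounds whose normalised, plate-corrected inhibition of enzyme fluorescence in the single-dose primary screen is 50% or more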;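 note: 0% = DMSO with enzyme and 100% = substrate without enzyme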
Target sequence (P49327 whole entry, looked up, the tested form may be a part): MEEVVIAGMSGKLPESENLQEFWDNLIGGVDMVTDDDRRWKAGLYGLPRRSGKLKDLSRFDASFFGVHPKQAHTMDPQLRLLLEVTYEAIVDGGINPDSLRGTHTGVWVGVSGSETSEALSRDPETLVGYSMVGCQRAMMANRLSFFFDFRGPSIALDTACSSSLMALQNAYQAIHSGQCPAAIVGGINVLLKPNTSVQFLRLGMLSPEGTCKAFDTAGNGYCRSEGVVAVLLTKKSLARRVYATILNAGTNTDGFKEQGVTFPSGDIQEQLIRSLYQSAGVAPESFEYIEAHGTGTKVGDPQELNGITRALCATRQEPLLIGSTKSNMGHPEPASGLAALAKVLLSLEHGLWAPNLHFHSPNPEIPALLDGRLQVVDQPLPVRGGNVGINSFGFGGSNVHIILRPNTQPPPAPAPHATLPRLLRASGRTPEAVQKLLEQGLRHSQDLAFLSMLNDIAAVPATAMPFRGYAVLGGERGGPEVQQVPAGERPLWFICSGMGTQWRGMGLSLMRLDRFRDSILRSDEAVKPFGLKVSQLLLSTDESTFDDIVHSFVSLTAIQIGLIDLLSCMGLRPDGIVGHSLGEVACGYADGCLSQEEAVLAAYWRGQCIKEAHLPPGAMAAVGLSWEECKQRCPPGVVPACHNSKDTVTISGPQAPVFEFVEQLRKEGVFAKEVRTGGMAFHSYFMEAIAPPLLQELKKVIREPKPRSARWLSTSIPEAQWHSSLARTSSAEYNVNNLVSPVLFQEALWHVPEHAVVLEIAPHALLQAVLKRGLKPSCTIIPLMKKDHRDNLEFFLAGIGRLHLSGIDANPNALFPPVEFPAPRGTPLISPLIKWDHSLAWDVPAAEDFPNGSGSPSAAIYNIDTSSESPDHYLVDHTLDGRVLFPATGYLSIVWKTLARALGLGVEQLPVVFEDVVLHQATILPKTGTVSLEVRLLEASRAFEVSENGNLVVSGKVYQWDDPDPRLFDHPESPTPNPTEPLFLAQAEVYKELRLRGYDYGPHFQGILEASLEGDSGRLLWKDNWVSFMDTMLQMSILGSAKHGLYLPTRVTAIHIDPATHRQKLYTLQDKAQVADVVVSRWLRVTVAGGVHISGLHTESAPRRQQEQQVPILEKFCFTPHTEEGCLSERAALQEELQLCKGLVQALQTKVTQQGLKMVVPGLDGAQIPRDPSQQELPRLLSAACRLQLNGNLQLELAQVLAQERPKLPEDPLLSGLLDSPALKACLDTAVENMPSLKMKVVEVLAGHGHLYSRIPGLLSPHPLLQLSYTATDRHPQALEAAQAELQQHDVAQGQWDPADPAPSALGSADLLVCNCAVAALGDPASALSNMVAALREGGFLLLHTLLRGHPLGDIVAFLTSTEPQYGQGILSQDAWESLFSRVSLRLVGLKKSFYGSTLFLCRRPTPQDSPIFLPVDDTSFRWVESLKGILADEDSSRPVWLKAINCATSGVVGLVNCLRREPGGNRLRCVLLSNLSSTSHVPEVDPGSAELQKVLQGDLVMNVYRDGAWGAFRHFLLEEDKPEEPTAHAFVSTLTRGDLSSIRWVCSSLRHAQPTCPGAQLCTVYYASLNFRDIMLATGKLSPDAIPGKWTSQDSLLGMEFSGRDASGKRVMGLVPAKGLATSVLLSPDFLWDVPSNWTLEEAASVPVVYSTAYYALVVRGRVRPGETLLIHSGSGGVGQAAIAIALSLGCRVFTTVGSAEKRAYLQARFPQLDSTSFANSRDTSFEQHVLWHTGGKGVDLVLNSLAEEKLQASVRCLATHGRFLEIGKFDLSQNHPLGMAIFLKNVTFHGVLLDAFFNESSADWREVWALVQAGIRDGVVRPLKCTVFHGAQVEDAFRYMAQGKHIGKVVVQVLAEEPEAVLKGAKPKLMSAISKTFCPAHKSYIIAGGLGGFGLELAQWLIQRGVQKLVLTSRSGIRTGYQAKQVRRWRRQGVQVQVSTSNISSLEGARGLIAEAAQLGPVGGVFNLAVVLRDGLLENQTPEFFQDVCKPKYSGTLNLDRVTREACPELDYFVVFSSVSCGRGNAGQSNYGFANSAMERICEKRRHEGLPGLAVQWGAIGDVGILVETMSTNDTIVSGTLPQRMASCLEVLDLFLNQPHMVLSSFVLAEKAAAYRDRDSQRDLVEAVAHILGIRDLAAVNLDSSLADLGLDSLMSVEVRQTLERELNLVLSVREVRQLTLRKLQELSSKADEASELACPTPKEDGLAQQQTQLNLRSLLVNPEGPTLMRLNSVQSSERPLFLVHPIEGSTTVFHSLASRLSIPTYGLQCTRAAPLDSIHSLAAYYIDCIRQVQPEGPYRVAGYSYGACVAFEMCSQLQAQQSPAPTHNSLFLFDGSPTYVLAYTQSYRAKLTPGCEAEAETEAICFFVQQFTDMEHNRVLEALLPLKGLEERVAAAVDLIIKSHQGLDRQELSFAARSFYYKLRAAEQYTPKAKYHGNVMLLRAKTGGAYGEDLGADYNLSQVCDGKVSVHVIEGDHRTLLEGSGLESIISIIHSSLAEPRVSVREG
* = called active by the depositor; i = inactive; nt = not tested or not shown.

[1] CCOC(=O)C1=C(N)Oc2c(oc(CO)cc2=O)C1c1c(F)cccc1Cl (centres undefined)
[2] Clc1ccc(Nc2ncnc3ccc(Br)cc23)cc1
[3] O=C(CN1C(=O)NC2(CCCCCC2)C1=O)NCc1ccccc1
[4] COc1ccc(NC(=O)CN(C)C(=O)CN2C(=O)C3CCCCC3C2=O)cc1 (centres undefined)
[5] COc1ccc(/C=c2\sc3nc(-c4ccccc4OC)nn3c2=O)c(OC)c1
[6] O=C1CC(C(=O)Nc2ccc(Cl)cc2)n2ncnc2N1 (centres undefined)
[7] COc1ccc(-c2csc(-n3ncc(C(=O)O)c3C(F)(F)F)n2)cc1
[8] O=C(Cc1cccc(C(F)(F)F)c1)OCN1C(=O)c2ccccc2C1=O
[9] O=C1NN=C(c2ccc(Cl)cc2)CC1c1c[nH]c2ccccc12 (centres undefined)
[10] Oc1ccc(C=NCC2COc3ccccc3O2)cc1 (centres undefined)

| Compound | 1 | 2 | 3 | 4 | 5 | 6 | 7 | 8 | 9 | 10 |
| --- | --- | --- | --- | --- | --- | --- | --- | --- | --- | --- |
| MsrA inh | 0.0 | 1.2 | 0.3 | -1.2 | -1.7 | -0.1 | 0.1 | 0.1 | 0.4 | 2.1 |
| MLLE-PAM2 inh | -1 | -3 | 5 | -3 | 51* | 0 | -10 | 0 | -8 | 8 |
| CSN inh | 5 | 0 | -4 | 0 | 3 | 1 | 0 | 2 | 5 | 0 |
| MsrA act | 3 | -3 | -1 | -4 | -10 | -6 | -2 | -2 | -2 | 1 |
| Rin1-Abl PPI inh | 6 | -12 | 1 | 0 | -4 | 2 | -2 | 4 | 0 | 1 |
| Neddyl block | i | i | i | i | i | i | i | i | i | i |
| Tb MetRS inh | -0.8 | 0.8 | -0.2 | -0.4 | -0.5 | -0.7 | -0.9 | 0.1 | 0.9 | -0.2 |
| eLon inh | -4 | 3 | -19 | -6 | -10 | 2 | -4 | -12 | 5 | 7 |
| FAS TE block | -3 | 19 | -6 | -8 | -2 | -6 | -3 | 51* | 10 | -4 |

[11] CCC/C=N/Nc1nnc(Cc2ccccc2)c(=O)[nH]1
[12] N#CCCN1CCN(S(=O)(=O)c2ccc(S(=O)(=O)NCC3CCCO3)cc2)CC1 (centres undefined)
[13] Cc1ccc(OCC(=O)N2CCC(Cc3ccccc3)CC2)c([N+](=O)[O-])n1
[14] CCCN1CCN(C(=O)c2ccc3[nH]c(C)c(C)c3c2)CC1
[15] O=C(CCCn1c(SCc2ccccc2F)nc2ccccc2c1=O)NCC1CCCO1 (centres undefined)
[16] CCN(CC)C(=O)Cn1cc(S(=O)(=O)CC(=O)N2CC(C)OC(C)C2)c2ccccc21 (centres undefined)
[17] COc1ccc(CCN2C(=NC(=O)CCC(=O)O)SC3CS(=O)(=O)CC32)cc1OC (centres undefined)
[18] O=C(COC(=O)CCN=C1NS(=O)(=O)c2ccccc21)NNC(=O)c1ccccc1
[19] Cc1cc(Nc2ncc(Cl)cc2Cl)n[nH]1
[20] CCC(C(=O)Nc1ccccc1-c1ccccc1)c1ccccc1 (centres undefined)

| Compound | 11 | 12 | 13 | 14 | 15 | 16 | 17 | 18 | 19 | 20 |
| --- | --- | --- | --- | --- | --- | --- | --- | --- | --- | --- |
| MsrA inh | -0.1 | 0.2 | -0.5 | -0.7 | -0.5 | 0.8 | -0.2 | -0.2 | -0.7 | -0.5 |
| MLLE-PAM2 inh | 9 | 16 | -30 | -1 | -2 | 5 | -6 | 1 | 7 | -5 |
| CSN inh | 2 | -2 | -2 | 0 | 0 | -2 | 5 | -2 | 1 | -1 |
| MsrA act | -1 | -3 | -2 | -2 | -1 | -4 | -6 | -2 | 3 | -3 |
| Rin1-Abl PPI inh | -1 | 1 | -2 | 3 | -1 | -2 | 3 | 6 | 2 | 1 |
| Neddyl block | i | i | i | i | i | i | i | i | i | i |
| Tb MetRS inh | -0.1 | -0.5 | -0.5 | 0.1 | 0.2 | 0.2 | -1.3 | -0.1 | 0.4 | -0.1 |
| eLon inh | -7 | -6 | 0 | -2 | -1 | 8 | -9 | -4 | -8 | -4 |
| FAS TE block | -3 | -4 | -2 | -7 | 4 | -4 | -7 | -5 | -10 | 9 |

[21] CN1C(C(=O)NCCc2cccs2)CC2Cn3c(nc4cc(Cl)c(Cl)cc43)C21 (centres undefined)
[22] COc1cc(C(=O)Nc2cc(S(=O)(=O)N3CCOCC3)ccc2N2CCOCC2)cc(OC)c1C
[23] Cc1ccc(NC(=O)[C@@H]2CCCN2S(=O)(=O)c2ccccc2C(F)(F)F)cc1S(=O)(=O)N1CCOCC1
[24] Nc1cc(Oc2ccc(F)cc2F)cc([N+](=O)[O-])c1
[25] COc1ccccc1N1CCN(C(=O)C2CCN(S(=O)(=O)c3ccc(F)cc3)CC2)CC1
[26] Cc1cc(=O)[nH]c(N)n1
[27] Cc1nn(Cc2cccc(C(=O)NCC(C)C)c2)c(C)c1Br
[28] CC(/C=C/c1ccccc1)=N/NC(=O)CNC(=O)c1ccc2c(c1)OCO2
[29] CC1CCCCN1CCNC(=O)C1CCN(S(=O)(=O)N2CCCCC2)CC1 (centres undefined)
[30] CC1CCCC(C)N1C(=O)COC(=O)C12CC3CC(CC(Cl)(C3)C1)C2 (centres undefined)

| Compound | 21 | 22 | 23 | 24 | 25 | 26 | 27 | 28 | 29 | 30 |
| --- | --- | --- | --- | --- | --- | --- | --- | --- | --- | --- |
| MsrA inh | 1.6 | 1.3 | 0.2 | -1.1 | 1.2 | -0.4 | -0.7 | 0.3 | -0.4 | -0.3 |
| MLLE-PAM2 inh | -6 | -28 | 2 | -7 | -7 | 9 | -3 | -9 | 22 | 7 |
| CSN inh | -3 | -7 | -13 | -2 | -7 | -5 | -1 | 3 | 3 | -5 |
| MsrA act | -2 | 0 | -4 | -2 | 3 | -2 | -1 | -1 | -4 | 0 |
| Rin1-Abl PPI inh | 1 | -1 | 0 | -1 | 1 | -5 | -4 | -5 | 1 | 1 |
| Neddyl block | i | i | i | i | i | i | i | i | i | i |
| Tb MetRS inh | 0.1 | -0.2 | -1.0 | 1.0 | -1.1 | -0.1 | 0.4 | -0.3 | -0.3 | -0.3 |
| eLon inh | -2 | 5 | -8 | 4 | 1 | 0 | 6 | -4 | -7 | -7 |
| FAS TE block | 48 | 24 | 3 | 14 | 3 | -1 | -3 | -2 | -14 | 10 |

[31] Cc1cc(C)n2c(SCC(=O)N3CCN(S(=O)(=O)c4ccc(Cl)cc4)CC3)nnc2n1
[32] O=C1/C(=C\c2ccc(Br)o2)Cc2ccccc21
[33] CNS(=O)(=O)c1ccc(Oc2ccc(S(=O)(=O)NC)cc2)cc1
[34] COc1ccccc1/C=C/C(=O)NCC(=O)N/N=C/c1ccc2c(c1)OCO2
[35] CCCNS(=O)(=O)c1ccc(OCC(=O)NCC2CCCO2)cc1 (centres undefined)
[36] CCCCN(C(=O)c1oc2ccc(OCC)cc2c1C)c1c(N)n(CCCC)c(=O)[nH]c1=O
[37] COC(=O)c1cc2c(C)nn(C)c2s1
[38] Cc1cccc(NC(=O)c2ccc(S(=O)(=O)N3CCCCC3)cc2)c1
[39] CN1CC(=O)NC1=NC(=O)C12CC3CC(CC(C3)C1)C2
[40] Cc1cc(C)n2nc(SCc3nnc(-c4cccs4)o3)nc2n1

| Compound | 31 | 32 | 33 | 34 | 35 | 36 | 37 | 38 | 39 | 40 |
| --- | --- | --- | --- | --- | --- | --- | --- | --- | --- | --- |
| MsrA inh | 0.3 | 1.1 | -0.1 | 1.1 | -0.5 | -0.7 | -1.5 | 0.4 | 1.2 | -0.7 |
| MLLE-PAM2 inh | 2 | -20 | -4 | -8 | 1 | -19 | 2 | -1 | 6 | -4 |
| CSN inh | -2 | 7 | 0 | 0 | 1 | 6 | 1 | -5 | 2 | 0 |
| MsrA act | -6 | -3 | -5 | -2 | -3 | -5 | -4 | -6 | -1 | -2 |
| Rin1-Abl PPI inh | 0 | -2 | 0 | -3 | 4 | 1 | -1 | -3 | 1 | 0 |
| Neddyl block | i | i | i | i | i | i | i | i | i | i |
| Tb MetRS inh | -0.3 | 0.6 | -1.0 | 0.0 | -0.1 | -0.6 | -0.4 | -0.5 | -0.7 | -1.0 |
| eLon inh | -18 | -16 | 1 | 2 | 2 | -9 | 4 | -1 | -6 | 1 |
| FAS TE block | -4 | 5 | -6 | -4 | -5 | -2 | -5 | 8 | -5 | -2 |

Entries listed so far that have bromine (3):
[2] Clc1ccc(Nc2ncnc3ccc(Br)cc23)cc1
[27] Cc1nn(Cc2cccc(C(=O)NCC(C)C)c2)c(C)c1Br
[32] O=C1/C(=C\c2ccc(Br)o2)Cc2ccccc21

| Compound | 2 | 27 | 32 |
| --- | --- | --- | --- |
| MsrA inh | 1.2 | -0.7 | 1.1 |
| MLLE-PAM2 inh | -3 | -3 | -20 |
| CSN inh | 0 | -1 | 7 |
| MsrA act | -3 | -1 | -3 |
| Rin1-Abl PPI inh | -12 | -4 | -2 |
| Neddyl block | i | i | i |
| Tb MetRS inh | 0.8 | 0.4 | 0.6 |
| eLon inh | 3 | 6 | -16 |
| FAS TE block | 19 | -3 | 5 |

Next section:
[41] CN1CCc2nc3ccc(Cl)cc3c(-c3ccccc3Cl)c2C1
[42] O=C(O)[C@H](Cc1ccccc1)NC(=O)N1CCN(c2ccccc2)CC1
[43] Cc1ccc(C(=O)NNC(=O)CNc2cccc(Cl)c2)cc1
[44] Cc1cc(F)ccc1C(O)c1ncc(-c2ccccc2C(F)(F)F)[nH]1 (centres undefined)
[45] COc1ccc(CC(NC(C)=O)C(=O)NC2CCN(S(=O)(=O)c3ccc(NC(C)=O)cc3)CC2)cc1 (centres undefined)
[46] CCCN1C(=O)/C(=N\OCC(=O)Nc2ccc(C(C)C)cc2)c2ccccc21
[47] Cc1cccc(COc2ccc(/C=N/NC(=O)c3nnn(-c4nonc4N)c3CN3CCCCC3)cc2)c1
[48] O=C1NC[C@H](CCCCN2C[C@H](Cc3ccccc3)N(CCC3CCCCC3)C(=O)C2=O)N(Cc2ccccc2)C1=O
[49] CC1CC(C)CN(C(=O)C2CCCN(c3ncnc4c3nc3n4CCCCC3)C2)C1 (centres undefined)

| Compound | 41 | 42 | 43 | 44 | 45 | 46 | 47 | 48 | 49 |
| --- | --- | --- | --- | --- | --- | --- | --- | --- | --- |
| MsrA inh | 0.5 | -0.1 | 0.7 | 1.8 | -2.3 | 1.8 | 0.0 | -0.1 | -0.4 |
| MLLE-PAM2 inh | 5 | -1 | 6 | 2 | -6 | -3 | -6 | nt | -11 |
| CSN inh | 2 | 2 | 14 | 0 | -1 | -16 | 2 | 3 | -2 |
| MsrA act | -1 | -2 | -2 | -1 | -11 | -2 | -2 | 0 | 2 |
| Rin1-Abl PPI inh | -1 | -2 | 5 | -2 | -2 | 2 | 0 | nt | 1 |
| Neddyl block | i | i | i | i | i | i | i | i | i |
| Tb MetRS inh | -0.7 | -0.5 | -0.3 | 0.0 | -0.7 | 0.2 | -0.4 | -0.2 | -0.9 |
| eLon inh | -3 | -9 | -2 | -3 | -2 | 2 | -6 | -9 | 4 |
| FAS TE block | 10 | -3 | -7 | -3 | -4 | 16 | 16 | 5 | 9 |

Source: PubChem (several laboratories)
